Assay outcomes: PubChem BioAssay, PCMD
eIF2B yeast act – eIF2B (yeast) activity modulation | 0.91% of 27,000 active | inhibition, % at 25 µM (by protocol) | S. cerevisiae eIF2B-epsilon R284H, GCN4-lacZ luminescence;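 active means mutant luminescence inhibited past about 50% while wild type luminescence and mutant growth stay under set limits, limit read from the data; inconclusive means mutant versus wild type luminescence inhibition gap past a set limit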; further: some compounds called inactive have numbers as strong as hits
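Material: yeast eIF2B-epsilon R284H mutant carrying GCN4–beta-galactosidase fusion. Medium: YPD yeast growth medium. Incubation: 16 h growth with compound at 30 °C, 90 min Beta-Glo step. Signal: Beta-Glo luminescence plus absorbance at 595 nm. Evaluation: % inhibition of reporter signal and growth versus controls. Doses: 25 µM single dose.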
Yeast growth tox – Inhibitors of S. cerevisiae growth, toxicity. S. cerevisiae wild-type growth, A595 turbidity, 16 h. growth inhibition, % at 25 µM (by protocol). 0.3% of 30,000 active;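 active means mutant and wild-type yeast strains alike exhibit over 30% growth inhibition; inconclusive means a strain exceeds 50% while the second remains under 30%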;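 further: 0% = untreated cell controls and 100% = YPD media blanks without cells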
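Test system: Wild-type and eIF2Bepsilon-R284H mutant S. cerevisiae, screened separately | Dosing: Single 25 µM compound dose in 0.2% DMSO | Schedule: 16 h compound exposure during growth at 30 °C | Detection: A595 turbidity | Evaluation: Growth inhibition (%) versus cell controls and blanks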
Yeast growth tox inhibition % – further read-out of Yeast growth tox, marked with its call; growth inhibition, %; S. cerevisiae eIF2Bepsilon-R284H mutant growth, A595 turbidity, 16 h;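 each compound tested once at 25 µM; 0% equals untreated cells and 100% equals cell-free medium blanks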
eIF2B yeast act mutant toxicity – also measured in eIF2B yeast act; calls as there; growth inhibition, %; measured here: mutant yeast growth, toxicity;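 each compound tested once at 25 µM; zero equals untreated control growth and 100 equals blank medium absorbance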
The depositor's hits bear a star; ? = inconclusive; nt = not tested or not shown.

Second line of a record – eIF2B yeast act, eIF2B yeast act mutant toxicity, Yeast growth tox, Yeast growth tox inhibition %
C=CCn1c(SCC(=O)OCC)nc2cc(C(=O)NCc3ccco3)ccc2c1=O
    nt, nt, 17, 9
CCCC(=O)N1CCN(S(=O)(=O)c2cc(Cl)ccc2OC)CC1
    9, 15, 12, 15
COCc1[nH]nc2c1C(C1C=CCCC1)C(C#N)=C(N)O2 (stereo unspecified)
    0, 13, 13, 13
CSc1nc(C)cc(OCNC(=O)c2cccs2)n1
    17, 21, -4, 21
C=CCN(c1ccc(C(=O)NC(C)C)cc1)S(C)(=O)=O
    3, 8, 31, 8
O=C1CC(N(Cc2ccc3c(c2)OCO3)C(=O)Nc2ccc(F)cc2)C(=O)N1c1ccccc1 (stereo unspecified)
    15, 10, 18, 10
Nc1nnc(CCc2ccccc2)s1
    26, nt, -5, 0
Cc1cc2c(cc1C)CSC(c1ccccc1O)SC2
    nt, nt, 81*, 61*
COc1cccc(Nc2nc3ccccc3nc2NS(=O)(=O)c2cccs2)c1
    25, -19, 12, -19
COc1ccc2[nH]c3c(c2c1)CN(C)CC3
    18, 21, 12, 21

The listing continues.
Second line of a record – eIF2B yeast act, eIF2B yeast act mutant toxicity, Yeast growth tox, Yeast growth tox inhibition %
O=C(NCc1nc(-c2ccccc2)no1)c1cccs1
    -22, 3, -11, 3
Cc1ccc(C(=O)CSc2nnc(-c3ccccc3)o2)cc1
    35, -17, -22, -17
CCOC(=O)C1=C(c2ccccc2)O/C(=C(/C#N)C(F)(F)F)S1
    -6, -20, -15, -20
C/C(NCc1cccnc1)=C(\C#N)C(=O)NCc1ccccc1
    nt, nt, -5, -14
CCCCCCCC(=O)NNC(=O)CCC(=O)O
    25, -33, -18, -33
Cc1cccn2c(=O)c(/C=N/O)c(N3CCCC3)nc12
    21, 10, -2, 10
CCC(C)c1cc(S(=O)(=O)N2CCOCC2)ccc1OC (stereo unspecified)
    nt, nt, -8, 11
Fc1ccc(CSc2nnc(-c3cccnc3)n2Cc2ccco2)cc1
    20, -17, 5, -17
Cc1ccccc1NC(=O)CC1SC(=NC2CCCCC2)NC1=O (stereo unspecified)
    10, 4, 15, 4
O=S(=O)(Nc1cccnc1)c1ccc(Cl)c(C(F)(F)F)c1
    nt, nt, -3, -6

Carrying on.
Second line of a record – eIF2B yeast act, eIF2B yeast act mutant toxicity, Yeast growth tox, Yeast growth tox inhibition %
Nc1nonc1-c1nc2ccccc2n1CC(=O)NC1CCCC1
    15, 20, 6, 20
Cc1n[nH]c(C)c1S(=O)(=O)N1CCCC(C(=O)NCc2ccccc2Cl)C1 (stereo unspecified)
    14, 6, 8, 6
Cc1sc2nc(CSc3nc4ccccc4c(=O)n3CCCN3CCOCC3)[nH]c(=O)c2c1C
    24, 14, -10, 14
COc1ccc(CCNC2CC(=O)N(C)C2=O)cc1OC (stereo unspecified)
    6, 19, 0, 19
COc1ccc(NC(=O)c2cc3ccccc3o2)cc1
    -1, 12, 10, 12
O=C1C2C3C=CC(C3)C2C(=O)N1Cc1ccc(CN2C(=O)C3C4C=CC(C4)C3C2=O)cc1 (stereo unspecified)
    19, 11, 6, 11
CCOP(=O)(c1ccccc1Cl)C1(O)CCCCC1 (stereo unspecified)
    10, nt, 5, 0
Cn1c(=O)c(-c2cc(Br)ccc2N)nc2ccccc21
    nt, nt, 3, 21
CC1=C(C#N)C(c2ccoc2)C(C(=O)OCc2ccccc2)=C(N)S1 (stereo unspecified)
    -3, 4, 9, 4
CCOC(=O)c1sc(=S)n(CC)c1NC(=O)CC
    nt, nt, 8, 7

Given field by field: part of the list above.
CCOP(=O)(c1ccccc1Cl)C1(O)CCCCC1 (stereo unspecified)
  eIF2B yeast act: 10
  eIF2B yeast act mutant toxicity: nt
  Yeast growth tox: 5
  Yeast growth tox inhibition %: 0

Cn1c(=O)c(-c2cc(Br)ccc2N)nc2ccccc21
  eIF2B yeast act: nt
  eIF2B yeast act mutant toxicity: nt
  Yeast growth tox: 3
  Yeast growth tox inhibition %: 21

CC1=C(C#N)C(c2ccoc2)C(C(=O)OCc2ccccc2)=C(N)S1 (stereo unspecified)
  eIF2B yeast act: -3
  eIF2B yeast act mutant toxicity: 4
  Yeast growth tox: 9
  Yeast growth tox inhibition %: 4

Returning to the listing; the seven compounds before the break are reprinted first.
Second line of a record – eIF2B yeast act, eIF2B yeast act mutant toxicity, Yeast growth tox, Yeast growth tox inhibition %
COc1ccc(CCNC2CC(=O)N(C)C2=O)cc1OC (stereo unspecified)
    6, 19, 0, 19
COc1ccc(NC(=O)c2cc3ccccc3o2)cc1
    -1, 12, 10, 12
O=C1C2C3C=CC(C3)C2C(=O)N1Cc1ccc(CN2C(=O)C3C4C=CC(C4)C3C2=O)cc1 (stereo unspecified)
    19, 11, 6, 11
CCOP(=O)(c1ccccc1Cl)C1(O)CCCCC1 (stereo unspecified)
    10, nt, 5, 0
Cn1c(=O)c(-c2cc(Br)ccc2N)nc2ccccc21
    nt, nt, 3, 21
CC1=C(C#N)C(c2ccoc2)C(C(=O)OCc2ccccc2)=C(N)S1 (stereo unspecified)
    -3, 4, 9, 4
CCOC(=O)c1sc(=S)n(CC)c1NC(=O)CC
    nt, nt, 8, 7
CCOC(=O)CNC(=O)Cn1cnc2c(nnn2-c2ccc(F)cc2)c1=O
    6, -23, 4, -23
CSc1nnc2c3cc(F)ccc3n(Cc3ccccc3)c2n1
    10, -19, 0, -19
CCOC(=O)c1c(NC(=O)CNCCO)sc(C)c1C
    16, 11, 15, 11
COc1ccccc1OCC(=O)Nc1ccc(S(=O)(=O)Nc2cc(C)nc(C)n2)cc1
    10, 10, 7, 10
CCSc1ccccc1C(=O)NCc1ccc(OC)cc1
    nt, nt, 3, 10
CCOc1ccc(-c2cn(S(=O)(=O)c3cccc4nsnc34)nc2N)cc1
    -8, 6, -6, 6
OCCNc1nc(N2CCCC2)nc(N2CCCC2)n1
    12, nt, nt, nt
c1ccc(-n2ncc3c(N4CCN(c5ccccn5)CC4)nc(N4CCCCCC4)nc32)cc1
    15, -23, -8, -23
Cc1occc1-c1nnc(SCC(=O)NCc2cccs2)n1-c1ccc(F)cc1
    9, 20, 24, 20
CCC(=O)N1CCN(c2nc(-c3ccc(Cl)cc3)cs2)CC1
    -15, 35, -5, 35

Reprinted from above (2 entries):
Second line of a record – eIF2B yeast act, eIF2B yeast act mutant toxicity, Yeast growth tox, Yeast growth tox inhibition %
C=CCn1c(SCC(=O)OCC)nc2cc(C(=O)NCc3ccco3)ccc2c1=O
    nt, nt, 17, 9
CCCC(=O)N1CCN(S(=O)(=O)c2cc(Cl)ccc2OC)CC1
    9, 15, 12, 15

Later entries
Second line of a record – eIF2B yeast act, eIF2B yeast act mutant toxicity, Yeast growth tox, Yeast growth tox inhibition %
CCn1c(SCc2cccc(C(=O)O)c2)nnc1-c1ccccc1
    8, 4, 20, 4
COc1cc(C)c(C(C)C)cc1S(=O)(=O)NCCCn1ccnc1
    nt, nt, 7, -7
N#CCCn1c2ccccc2c2nc3ccccc3nc21
    -10, -15, -32, -15
N#Cc1c(SCC(=O)N2CCCCC2)nsc1SCC(=O)N1CCCCC1
    49, 18, -7, 18
CSc1ccc(S(=O)(=O)NCc2ccc(C)cc2)cc1
    nt, nt, 22, 21
CCN1C(=O)CC(C(=O)Nc2ccc(F)cc2)SC1=Nc1cccc(OC)c1 (stereo unspecified)
    11, -3, 13, -3
Cc1nc2ccccc2c(=O)n1/N=C/c1cn(-c2ccccc2)nc1-c1cccs1
    -19, -19, -15, -19
O=C(NCc1ccco1)C1CN(S(=O)(=O)c2ccccc2)CCN1S(=O)(=O)c1ccccc1 (stereo unspecified)
    nt, nt, -6, -11
CCCN(CCC)S(=O)(=O)c1ccc(C(=O)Nc2nnc(CSC)o2)cc1
    19, 5, 9, 5
O=C(Cn1cc(C(=O)C2CC2)c2ccccc21)NC1CCCC1
    -17, -27, 14, -27

Next section.
Second line of a record – eIF2B yeast act, eIF2B yeast act mutant toxicity, Yeast growth tox, Yeast growth tox inhibition %
O=C(NCCc1ccccc1F)[C@@H]1CSC2c3ccccc3C(=O)N21 (stereo partly specified)
    nt, nt, 27, 0
O=C(CCN1C(=O)C2C3C=CC(C3)C2C1=O)Nc1nccs1 (stereo unspecified)
    -1, 10, 8, 10
CCC(=O)c1ccccc1OCCSc1nc(C)cc(=O)[nH]1
    0, nt, -4, 0
Cc1cc(C)cc(OC(=O)N2CCOCC2)c1
    12, nt, nt, nt
Cc1ccc2cc(CNC(C)(C)C)c(=O)[nH]c2c1
    17, 10, 13, 10
COc1cccc(Nc2ncnc3c2cnn3-c2cccc(C)c2)c1
    -10, 25, -23, 25
CCC1CC(C)(C(=O)Nc2ccc(S(N)(=O)=O)cc2)OC1=O (stereo unspecified)
    16, nt, 20, 0
COc1ccccc1NC(=O)Cc1csc(N)n1
    46, -11, -2, -11
O=C(Cn1nnc2ccccc21)N1CCCCC1
    30, -14, 11, -14
CCn1c(=O)cc(SCC(=O)NCCCN2CCN(c3ccccc3F)CC2)c2ccccc21
    18, -20, 0, -20

Further results:
Compound	eIF2B yeast act	eIF2B yeast act mutant toxicity	Yeast growth tox	Yeast growth tox inhibition %
O=C(c1ccc(F)cc1)C(CCCCCC(CN1CCOCC1)C(=O)c1ccc(F)cc1)CN1CCOCC1 (stereo unspecified)	nt	nt	-12	9
Cc1nc(C)c(C(=O)NCc2ccc(Cl)cc2)o1	9	-11	42	-11
Cc1cccnc1NC(=O)c1ccccc1NC(=O)C(C)(C)C	2	-9	10	-9
Cc1ccc(NC2SC(=O)N(CC(=O)O)C2=O)cc1 (stereo unspecified)	nt	nt	18	23
COc1ccc(NS(=O)(=O)c2ccc(SC)cc2)cc1	9	3	-7	3
Cc1csc(-c2cnn(-c3ccccc3)c2NC(=O)c2cccc(F)c2)n1	nt	nt	12	15
C1CCC(CNc2c3c(nc4nnnn24)CCCC3)CC1	-2	-21	-20	-21
CCOCc1nnc(NC(=O)CSCc2ccccc2)s1	19	4	4	4
N#Cc1c(/N=C/c2ccccc2)oc(-c2ccccc2)c1-c1ccccc1	34	nt	-7	0
O=c1ccccn1Cc1c(Cl)cccc1Cl	6	-6	-14	-6
COc1ccccc1Cc1noc(COc2cccc(C)c2C)n1	-23	27	1	27
Cc1cc(-c2ccc(Cl)cc2)c(C#N)c(N)n1	10	2	15	2
CCOc1ccc(-c2n[nH]c(C)c2Oc2ccc(OC)cc2)c(O)c1	13	-2	14	-2
CCCN1C(=O)SC(CC(=O)Nc2cccc3ccccc23)C1=O (stereo unspecified)	nt	nt	12	-10
CN1CCN(c2nc3c(c(=O)[nH]c(=O)n3C)n2CCSc2ncccn2)CC1	-12	5	5	5
Cc1ccc2[nH]c(=O)c(-c3nc4ccccn4c3NCc3ccco3)cc2c1	16	6	7	6
CCC(C)NC(=O)CSc1nc2c(sc(=S)n2Cc2ccco2)c(=O)n1-c1ccccc1 (stereo unspecified)	17	10	-10	10
CC1(C)CC(NC(=O)CC(c2ccccc2)c2ccccc2)CC(C)(C)N1	nt	nt	11	16
CCOc1ccc(C(=O)CCN2CCCCCC2)cc1	-7	nt	14	0
CCOC(=O)C1=C(CNCc2ccc(C)cc2)NC(=O)NC1c1cc(C)ccc1C (stereo unspecified)	nt	nt	19	3
COc1ccccc1-c1ccc(=O)n(CC(=O)NC(C)(C)C)n1	-5	21	?	nt
Cc1nn(C)c(C)c1S(=O)(=O)N(CC(=O)NCCCOC(C)C)c1ccc(C(C)C)cc1	-1	4	-5	4
O=C1C2C3C=CC([C@@H]2C(=O)N1c1nccs1)C31CC1 (stereo partly specified)	25	14	-18	14
C=CCC(C)(NCc1ccccc1)c1ccco1 (stereo unspecified)	15	-11	15	-11
CCOc1ccc(C(=O)Cc2ccc3oc(C(=O)O)cc3c2)c(O)c1	18	nt	0	0

Carrying on:
Compound	eIF2B yeast act	eIF2B yeast act mutant toxicity	Yeast growth tox	Yeast growth tox inhibition %
COc1cc(C(=O)NCc2cn3ccccc3n2)cc(OC)c1OC	-44	nt	9	0
CC(C)CCNC(=O)c1cnn2c(C(F)(F)F)cc(-c3ccco3)nc12	24	-14	17	-14
CCNC(=O)c1sccc1-n1cccc1	7	13	8	13
Nc1nnc(SCC(=O)NC23CC4CC(CC(C4)C2)C3)s1	24	22	13	22
CCn1c(C(c2ccccc2)c2ccccc2)n[nH]c1=S	11	28	5	28

Some of the compounds tested, so the mix of outcomes need not match the whole.
